ATXN2 expr inh: ATXN2 expression inhibition; AID 1745845; HEK-293 ATXN2-luciferase reporter, luminescence, 24 h; Potency, µM (series often up to 57 µM), for the others: top-dose activity change, negative = inhibition, most hits filed as inhibitors; actives 0.72% (n = 360,000); also: potency is read from the fitted curve at half-maximal effect; % is scaled to controls: 0 for no effect and ±100 for the full control effect; nearly all actives have a fitted effect of over 55% in size
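ATXN2-luciferase reporter cells (luciferase flanked by upstream and downstream ATXN2 gene portions) were treated 24 h at 37 °C with compounds at up to 57 uM. SteadyGlo luminescence gave expression; GF-AFC fluorescence gave viability.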
SW480 rerep: DNA re-replication induction in SW480 cells | SW480 DNA re-replication, Hoechst DNA content imaging, 48 h | AID 624297 | Potency, µM (top dose mostly 46.1 µM), for inactives: at the highest dose re-replication activation, actives largely listed as activators | actives 1.8% (n = 340,000); also: potency is read from the fitted curve at half-maximal effect; % of control where 0% means no effect; nearly all actives have a fitted effect of over 55% in size
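Per well, 250 cells were exposed to pinned compound for 48 hr. Nuclear DNA was visualised with Hoechst (40 min, 37 C) and total object intensity recorded by fluorescence scanning.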
KB-3-1 cytotox: KB-3-1 parental cell cytotoxicity; actives 1.4% (n = 400,000); Potency, µM (doses to about 46.1 µM), for inactives: at the highest dose activity change, negative = cytotoxic, most hits filed as cytotoxic; KB-3-1 viability, CellTiter-Glo ATP luminescence, 72 h; AID 1347075; also: potency is read from the fitted curve at half-maximal effect; % is scaled to controls: 0 for no effect and ±100 for the full control effect; nearly all actives have a fitted effect of over 60% in size
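Here the drug-naive KB-3-1 line serves as comparator for MDR sub-line selectivity; cells received compound titrations, 72 h at 37 °C, then CellTiter-Glo readout.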
HT1080 IDH1KD tx: kills HT-1080 cells with IDH1 knockdown; HT-1080 IDH1 knockdown viability, ATP luminescence, 48 h; Potency, µM (series often up to 46.1 µM), inactives show at the top dose activity, negative = toxicity, most hits filed as cytotoxic; actives 2% (n = 360,000); AID 686971;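 also: potency is read from the fitted curve at half-maximal effect; 0% = DMSO wells and -100% = cell-free medium wells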
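CellTiter-Glo luminescence after 48 h compound exposure at 37 degrees C of IDH1-knockdown HT-1080 cells in 5% FBS RPMI. %Activity scaled between DMSO wells and cell-free media wells, with curves fitted and assigned curve classes.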
IL1B secr inh: blocks inflammasome-driven IL-1 beta release; THP-1 LPS/ATP IL-1B secretion, AlphaLISA, 16 h; hits give low values; activity change, % at 57.5 µM; actives 4.7% (n = 360,000); AID 743279; in the data active = activity change below about -50%; inconclusive = mostly about -30% to -49%; also: % is scaled to controls: 0 for no effect and ±100 for the full control effect
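THP-1 cells pretreated 1 hr with compounds (up to 57.5 uM final), then stimulated with LPS (250 ng/mL final) plus ATP (1.25 mM final); secreted IL-1B measured by AlphaLISA after 16 hr, decreased signal indicating inhibition.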
MCF10A rerep: inducers of DNA re-replication in MCF 10A breast cells; MCF 10A DNA re-replication, Hoechst nuclear intensity, 48 h; Potency, µM (series often up to 46.1 µM), for inactives: top-dose activity, positive = re-replication, hits mostly activators; actives 2.9% (n = 350,000); AID 624296; also: potency is read from the fitted curve at half-maximal effect; % of control where 0% means no effect; nearly all actives have a fitted effect of over 50% in size
HT1080-NT tox: kills 2HG-producing HT-1080-NT fibrosarcoma cells. actives 1.6% (n = 360,000). Potency, µM (doses to about 46.1 µM), for inactives: at the top dose activity, negative = less viability, usual class: cytotoxic. HT-1080-NT fibrosarcoma viability, CellTiter-Glo ATP luminescence, 48 h;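 also: NT is the 2HG producing partner of a matched IDH1 knockdown line; potency is read from the fitted curve at half-maximal effect; 0% = DMSO-treated cells and -100% = media-only wells without cells; nearly all actives have a fitted effect of over 55% in size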
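Viability by CellTiter-Glo luminescence after 48 h compound exposure at 37C of HT-1080-NT cells (750/well, RPMI, 5% FBS). % activity scaled between DMSO wells and medium-only wells, then curve-fitted and categorized by curve class.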
KB-V1 cytotox: kills drug-selected multidrug resistant KB-V1 cells. AID 1347076. actives 3.4% (n = 400,000). Potency, µM (titrated, usually from 46.1 µM), for inactives: at the top dose activity change, negative = cytotoxicity, usual class: cytotoxic. KB-V1 MDR cells viability, CellTiter-Glo, 72 h; also: potency is read from the fitted curve at half-maximal effect; % is scaled to controls: 0 for no effect and ±100 for the full control effect; nearly all actives have a fitted effect of over 60% in size
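Compound-treated KB-V1 multidrug-resistant cells, 72 h, 37 degrees C; viability by CellTiter-Glo. Fitted qHTS curves give the values.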
S2 tox: cell viability loss in ATXN counter-screen; S2 cells (HEK-293 line with an ATXN2-luciferase reporter) viability, CellTiter-Fluor protease fluorescence, 24 h; Potency, µM (highest dose often 56.7 µM), actives largely listed as cytotoxic; actives 0.49% (n = 400,000); AID 651635; also: potency is read from the fitted curve at half-maximal effect; nearly all actives have a fitted effect of over 40% in size
Starred values were filed as active, the others as inactive; i = inactive; ? = inconclusive; . = not tested or not shown; [ ] = dose if it differs, or a comment. Unless noted, calls follow the shape of the dose curve; as a rule, active = well fitted curve in the direction sought with a large enough effect; inconclusive = small, poorly fitted or top-dose-only effect, or another doubt; inactive = no such curve, though single readings can be large; an effect the other way counts as inactive or inconclusive.

The line under a structure holds: ATXN2 expr inh | SW480 rerep | KB-3-1 cytotox | HT1080 IDH1KD tx | IL1B secr inh | MCF10A rerep | HT1080-NT tox | KB-V1 cytotox | S2 tox
> O=C(/C=C/c1ccccc1Cl)c1ccccc(=O)c1O
 : 25µM* | 12µM* | 21µM* | 12µM* | -97* | 10µM* | 12µM* | 18µM* | ?
> C[C@@]12C(=O)Nc3cc(F)ccc3C(=O)N1[C@H]1c3ccccc3OC[C@@H]1[C@@H]2c1ccccc1
 : -15% | 2% | -13% | ? | -75* | 29% | -24% | 0% | i
> COc1ccc2cc3cc(C(=O)Nc4ccc5c(c4)OCO5)oc3nc2c1
 : ? | -7%[9.22 µM] | ? | -7% | -25 | 6% | 13% | -25% | .
> CC(=O)Nc1ccc(S(=O)(=O)NCCSCc2ccccc2Cl)cc1
 : -25% | -2% | -27% | ? | -7 | 11% | -5% | 0% | i
> COc1ccc(OC)c(C(C)NC(=O)Nc2cccc(C(C)=O)c2)c1 (stereo not given)
 : . | -1% | -5% | -1% | -6 | 2% | 6% | -14% | ?
> COc1ccc(CC(=O)c2ccc(O)cc2O)cc1
 : 41%[activator] | -11% | 0% | 2% | -5 | -2% | 0% | 15% | i
> COc1ccccc1CNC(=O)COc1ccc(S(=O)(=O)N2CCOCC2)cc1C
 : -11% | -3% | ? | 7% | -2 | 8% | -2% | 0% | i
> Cc1cc(-c2n[nH]c(=S)n2/N=C/c2sccc2C)n[nH]1
 : -11% | -4% | 1% | -1% | 20 | -5% | 5% | 26% | i
> Cc1ccc(SC(C)C(=O)N2CCC(C(N)=O)CC2)cc1 (stereo not given)
 : -6% | -7% | 10% | 2% | 13 | -6% | 5% | 6% | i
> Nc1cc(S(=O)(=O)N2CCCCC2)ccc1Oc1ccccc1
 : . | -92%[inhibitor] | -24% | ? | 4 | 4% | -2% | ? | i
> COc1ccc(-c2csc(-c3c(N)c(C(=O)c4ccccc4)n4ccccc34)n2)cc1OC
 : -16% | . | 5% | . | . | . | . | 16% | i
> Cc1ccc(CCNC(=O)C2CCCN(S(=O)(=O)c3ccc4c(c3)oc(=O)n4C)C2)cc1 (stereo not given)
 : 7% | . | -6% | . | . | . | . | 8% | i
> Cc1cc(C)n2nc(C(=O)OCC(=O)NCc3ccccc3)nc2n1
 : . | -12% | 8% | 3% | 15 | -3% | 7% | ? | i
> O=C1COc2ccc(S(=O)(=O)Nc3cccc(Cl)c3)cc2N1
 : 2% | ? | -20% | -11% | -12 | 9% | -8% | 18% | i
> Cc1cc(-c2nn(C)c(=O)c3ccccc23)cc(C)c1O
 : . | -5% | 0% | -3% | -9 | -1% | -12% | ? | i

Filtered by structure: the compounds so far containing a halogen.
The line under a structure holds: ATXN2 expr inh | SW480 rerep | KB-3-1 cytotox | HT1080 IDH1KD tx | IL1B secr inh | MCF10A rerep | HT1080-NT tox | KB-V1 cytotox | S2 tox
> O=C(/C=C/c1ccccc1Cl)c1ccccc(=O)c1O
 : 25µM* | 12µM* | 21µM* | 12µM* | -97* | 10µM* | 12µM* | 18µM* | ?
> C[C@@]12C(=O)Nc3cc(F)ccc3C(=O)N1[C@H]1c3ccccc3OC[C@@H]1[C@@H]2c1ccccc1
 : -15% | 2% | -13% | ? | -75* | 29% | -24% | 0% | i
> CC(=O)Nc1ccc(S(=O)(=O)NCCSCc2ccccc2Cl)cc1
 : -25% | -2% | -27% | ? | -7 | 11% | -5% | 0% | i
> O=C1COc2ccc(S(=O)(=O)Nc3cccc(Cl)c3)cc2N1
 : 2% | ? | -20% | -11% | -12 | 9% | -8% | 18% | i

Carrying on:
The line under a structure holds: ATXN2 expr inh | SW480 rerep | KB-3-1 cytotox | HT1080 IDH1KD tx | IL1B secr inh | MCF10A rerep | HT1080-NT tox | KB-V1 cytotox | S2 tox
> CCCSc1nc2c(c(=O)n(C)c(=O)n2C)n1C
 : . | -1% | 0% | 4% | 16 | -3% | 0% | 0% | i
> O=C(COC(=O)c1ccc(F)cc1F)Nc1ccc(S(=O)(=O)N2CCOCC2)cc1
 : . | . | 4% | 2% | 9 | . | 1% | -1% | i
> COc1cc2nc(CCc3ccccc3)oc(=O)c2cc1OC
 : 4% | 3% | 12% | -1% | -4 | -3% | 19% | 3% | i
> Cc1cc(C)n2c(NC3CCCCC3)c(-c3cccnc3)nc2n1
 : 10% | . | 3% | 7% | -6 | . | 17% | ? | i
> CN(Cc1ccccc1)C(=O)c1ccc(NC(=O)Cc2ccc(NC(=O)C3CCN(C(=O)C4CCC4)CC3)cc2)cc1
 : -5% | 11% | 0% | -8% | -20 | -6% | -8% | 0% | i
> COC(=O)c1ccccc1NC(=O)CN1CCN(C(=O)c2ccco2)CC1
 : 2% | -2% | -2% | -5% | -7 | 9% | -7% | 0% | i
> CC(NC(=O)c1ccc2ccccc2n1)c1ccccc1 (stereo not given)
 : 1% | -4% | -4% | 4% | -25 | -10% | 11% | 8% | i
> CCn1c(SCC(=O)N2CCOCC2)nc2c(c1=O)SC(C)C2 (stereo not given)
 : -12% | -6% | -8% | -1% | -5 | 9% | -2% | -1% | i
> Cc1onc(-c2c(Cl)cccc2Cl)c1C(=O)NC1CCCCC1
 : -16% | 8% | -24% | -19% | -5 | 10% | 0% | -17% | i
> CCOc1cc(C2NC(=O)NC(C)=C2C(=O)OCC2CCCCC2)ccc1O (stereo not given)
 : -21% | -4% | -8% | -4% | -10 | 0% | -11% | -9% | i
> Nc1ccn([C@@H]2O[C@H](C(=O)N3CCCN(Cc4ccccc4F)CC3)[C@@H](O)[C@H]2O)c(=O)n1
 : 1% | . | 24% | 13% | 18 | . | 20% | ? | i
> CN1CCN(C(=O)c2ccc3ccccc3c2)CC1
 : 28% | -2% | 2% | 6% | -6 | 1% | 19% | -16% | i
> Cc1ccc(Cn2c(=O)sc3ccccc3c2=O)cc1
 : -4% | -2% | 3% | 1% | -3 | 0% | 16% | 7% | i
> Cc1ccc(S(=O)(=O)Nc2ncnc3sccc23)cc1C
 : 4% | -11% | -1% | -11% | 17 | -1% | -7%[9.24 µM] | -28% | i
> COc1ccc(S(=O)(=O)N2CN3CCN(C3)C2)cc1OC
 : . | -42%[inhibitor] | 2% | 5% | 26 | 2% | 9% | 3% | ?

Six entries out of the list above, ordered by the value under SW480 rerep, ascending:
molecule	SW480 rerep	IL1B secr inh
Cc1ccc(S(=O)(=O)Nc2ncnc3sccc23)cc1C	-11%	17
Cc1ccc(Cn2c(=O)sc3ccccc3c2=O)cc1	-2%	-3
CCCSc1nc2c(c(=O)n(C)c(=O)n2C)n1C	-1%	16
COc1cc2nc(CCc3ccccc3)oc(=O)c2cc1OC	3%	-4
Cc1onc(-c2c(Cl)cccc2Cl)c1C(=O)NC1CCCCC1	8%	-5
CN(Cc1ccccc1)C(=O)c1ccc(NC(=O)Cc2ccc(NC(=O)C3CCN(C(=O)C4CCC4)CC3)cc2)cc1	11%	-20

(further entries)
The line under a structure holds: ATXN2 expr inh | SW480 rerep | KB-3-1 cytotox | HT1080 IDH1KD tx | IL1B secr inh | MCF10A rerep | HT1080-NT tox | KB-V1 cytotox | S2 tox
> COc1ccc(N(C(=O)CNC(=O)c2cccs2)C(C(=O)NCC2CCCO2)c2ccccc2)cc1OC (stereo not given)
 : -32% | -4% | 8% | 6% | -5 | 1% | 6% | 4% | i
> Cc1nc2ccc(NS(=O)(=O)c3c(F)cccc3F)cc2s1
 : -4% | -6% | -19% | -3% | 6 | 16% | ? | 2% | ?
> CCCn1c(SCC(=O)N2CCN(S(=O)(=O)c3ccc(Cl)cc3)CC2)n[nH]c1=O
 : -2% | 4% | -2% | -9% | 3 | 1% | -9% | 15% | i
> C=CCn1c(CSCc2ccccc2)nnc1SCC(=O)NCc1ccccc1
 : -4% | -9%[9.22 µM] | 2% | 20% | -5 | 6% | 17% | 1% | i
> COC(=O)C(CCSC)NC(=O)CNS(=O)(=O)c1ccc(F)cc1 (stereo not given)
 : 2% | -3% | 2% | 25% | -4 | -1% | 15% | 1% | i
> COc1ccc(S(=O)(=O)N(CCc2ccccc2)CC(=O)Nc2cc(C)ccc2C)cc1
 : -2% | . | 2% | . | . | . | . | ? | ?
> COc1cccc(CNC(=O)[C@@H]2CCCN2C(=O)[C@@H]2CCCN2C(=O)c2ccc(Cl)cc2)c1
 : -20% | . | 7% | -1% | 17 | . | 4% | ? | ?
> Cc1ccc(NC(=O)C(C)[n+]2ccccc2)cc1[N+](=O)[O-] (stereo not given)
 : -25% | -2% | 15% | 0% | -3 | 2% | 3% | ? | i
> COc1ccc(-c2cccc(-c3cc(=O)oc4ccc(C(C)(C)C)cc34)c2)cc1
 : 13% | ? | 1% | 2% | 15 | 0% | 0% | 1% | i
> Cc1cc(/C=N/n2c(COc3ccccc3)nc3ccccc3c2=O)c(O)c([N+](=O)[O-])c1
 : ? | 10% | ? | ? | 40 | 27% | ? | -21% | ?
> CN1CCN(CCCOc2ccc(-c3ccccc3)cc2)CC1
 : -1% | 9% | -25% | 16µM* | -82* | ? | 23µM* | -13% | i
> COc1ccc(-n2c(C)ccc2-c2ccccc2)cn1
 : 16% | ? | 0% | -27% | -27 | ? | -21% | 7% | i
> CCCCOc1ccc(C2C(=O)N(C3CCCCC3)CC(=O)N2CC2CCCO2)cc1 (stereo not given)
 : 1% | ? | -5% | 2% | -15 | -1% | -5% | 0% | i
> CCC(=O)N=c1sc2c(C)cc(C)cc2n1CC(=O)OC
 : -14% | -4% | -9% | -1% | 22 | -1% | 3% | -27% | i
> O=C(COc1cccc(-n2cnnn2)c1)NCCC1=CCCCC1
 : 1% | 4% | 3% | 1% | 7 | 9% | 6% | -17% | i
> CC(OC(=O)CN1C(=O)C2CC=CCC2C1=O)C(=O)Nc1ccc(F)cc1Cl (stereo not given)
 : 7% | 2% | 13% | 22% | i | 6% | 11% | -1% | i
> CCN(CC)CC(=O)Nc1ccccc1SCC(=O)Nc1ccsc1C(=O)OC
 : -20% | -2% | -1% | -9% | 11 | 0% | -7% | ? | i
> O=C(Nc1ccc(Br)c2ccccc12)c1ccc2ccccc2c1O
 : . | 2% | -2% | ? | -51* | 3.3µM* | ? | -16% | i

Compounds as they come; overall some 11% were active at least once.
